# Assay outcomes deposited in PubChem BioAssay by several laboratories.
# PostGolgi ctrl – inhibits growth of the yeast control strain; efflux-deficient yeast background strain, growth absorbance A615, 16 h; inhibition, % at 10 µM; actives 5% (n = 98,000); AID 738
# PLAP activator – activates human placental alkaline phosphatase. actives 1.2% (n = 96,000). activation fold at 20 µM. AID 696. purified PLAP enzyme, luminescent substrate read-out; active compounds read high; in the data active means activation fold above about 2
# sEH act – increases human soluble epoxide hydrolase activity. P34913. purified human sEH enzymatic activity, activator screen. activation, % at 2 µM. actives 0.04% (n = 91,000). AID 717; in the data active means activation above about 37%; further: values of inactives mirror those of a sister screen read the other way
# CD11b adhes inh – CD11b/CD18-fibrinogen binding inhibition. P05107+P11215. K562 CD11b/CD18 adhesion to fibrinogen, ATPlite luminescence; Mn2+ added to activate the integrin. inhibition, % at 10 µM. actives 0.54% (n = 93,000);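 active means primary inhibition of 50% or more at 10 µM, then 40% or more on retest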; further: some results filed as inactive read as strong as hits
# Target sequence (P05107 whole entry, looked up, other chains not shown): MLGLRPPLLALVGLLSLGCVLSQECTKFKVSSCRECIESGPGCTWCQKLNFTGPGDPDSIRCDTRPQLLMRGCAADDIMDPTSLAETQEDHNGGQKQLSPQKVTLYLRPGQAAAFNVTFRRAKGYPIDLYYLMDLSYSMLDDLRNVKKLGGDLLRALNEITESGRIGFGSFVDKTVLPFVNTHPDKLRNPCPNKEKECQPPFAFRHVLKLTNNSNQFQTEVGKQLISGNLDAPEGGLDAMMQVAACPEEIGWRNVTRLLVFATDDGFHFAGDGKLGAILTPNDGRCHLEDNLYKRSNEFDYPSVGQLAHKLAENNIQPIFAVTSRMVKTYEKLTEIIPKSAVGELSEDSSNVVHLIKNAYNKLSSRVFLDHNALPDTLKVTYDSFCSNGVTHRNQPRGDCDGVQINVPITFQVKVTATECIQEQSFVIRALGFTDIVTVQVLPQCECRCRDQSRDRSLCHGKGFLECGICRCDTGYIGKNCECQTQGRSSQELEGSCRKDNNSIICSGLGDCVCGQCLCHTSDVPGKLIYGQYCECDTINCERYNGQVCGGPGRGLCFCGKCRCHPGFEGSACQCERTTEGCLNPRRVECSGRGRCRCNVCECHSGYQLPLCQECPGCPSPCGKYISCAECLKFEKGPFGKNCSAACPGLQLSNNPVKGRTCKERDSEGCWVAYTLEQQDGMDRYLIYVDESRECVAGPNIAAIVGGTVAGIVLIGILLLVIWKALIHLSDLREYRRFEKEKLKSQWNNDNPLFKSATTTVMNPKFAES
# Ecoli WT expand – blocks growth of wild type E. coli BW25113. AID 710. OD600 absorbance. actives 0.15% (n = 98,000). growth inhibition, % at 100 µM;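 active means growth inhibition above about 50% at one test dose, limit read from the data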;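 further: growth measured after 20 h incubation at 37 °C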
# PostGolgi yeast – growth inhibition of a yeast mutant, post-Golgi transport screen; AID 739; post-Golgi transport phenotypic cell assay; actives 0.9% (n = 98,000); inhibition, % at 10 µM;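 further: yeast cells grown in 1536-well plates; yeast grown about 18 h at 30C before absorbance read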
# S1P2 agonist – S1P2 (human) receptor agonism | activation, % at 4.5 µM | S1P2-expressing cell line, agonist reporter read-out | actives 0.46% (n = 97,000) | O95136; in the data active means activation above about 16%;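 further: 0% = vehicle low control and 100% = maximal reference agonist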
# Target sequence (O95136 whole entry, looked up): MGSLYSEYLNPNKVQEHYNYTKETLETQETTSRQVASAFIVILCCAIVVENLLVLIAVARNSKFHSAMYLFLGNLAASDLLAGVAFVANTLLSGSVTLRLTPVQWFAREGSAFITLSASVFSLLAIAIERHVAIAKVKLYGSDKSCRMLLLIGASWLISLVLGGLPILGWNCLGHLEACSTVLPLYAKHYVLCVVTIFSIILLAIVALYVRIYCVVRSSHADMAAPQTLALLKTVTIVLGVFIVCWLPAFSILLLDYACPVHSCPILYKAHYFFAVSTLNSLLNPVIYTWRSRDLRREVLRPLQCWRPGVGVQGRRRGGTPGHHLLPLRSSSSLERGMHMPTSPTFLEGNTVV
# sEH inhibitor – blocks human soluble epoxide hydrolase activity | P34913 | recombinant human sEH enzymatic activity assay | inhibition, % at 2 µM | actives 0.34% (n = 91,000); in the data active means inhibition above about 80%; further: values of inactives mirror those of a sister screen read the other way; many of its hits are not listed in these tables
# S1P2 blocker – blocks the human S1P2 receptor; cell-based S1P2 antagonist assay, inhibition at 5 uM; inhibition, % at 5 µM; actives 0.21% (n = 97,000); AID 736; in the data active means inhibition above about 45%;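 further: CRE beta-lactamase reporter cells expressing human S1P2 stimulated with S1P; 0% = agonist at EC80 alone and 100% = agonist plus reference antagonist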
# Numbers without * were called inactive; nt = not tested or not shown. Unless noted, no stated cut-off is given here; in the data, active means inhibition above about 30%; inactive means the rest.
structure	S1P2 agonist	S1P2 blocker	PostGolgi ctrl	PLAP activator	sEH inhibitor	PostGolgi yeast	sEH act	Ecoli WT expand	CD11b adhes inh
C/C=C(/C)C(=O)OC1c2c(ccc3ccc(=O)oc23)OC(C)(C)C1OC(C)=O (stereo not drawn)	20*	-5	nt	nt	1	nt	-2	nt	nt
O=C1CCCc2c1cc(C(=O)Nc1ccc(Br)cn1)c(=O)n2-c1ccccc1	2	-2	12	0.9	6	0	-6	6	-25
CCCn1c(SCC(=O)NCCc2ccc(Cl)cc2Cl)n[nH]c1=O	-5	5	6	1.2	23	1	-24	5	-4
CCCCCn1c(=O)[nH]c2cc(C(=O)NCc3ccco3)ccc2c1=O	-6	-3	11	0.9	9	4	-12	-9	-5
Cc1cc(C)c(C#N)c(SCC(=O)c2cc(C)n(CCc3ccccc3)c2C)n1	-6	4	7	1	-5	-10	5	-17	nt
C/C=C/c1ccc(OCCCNC(C)CC)c(OC)c1 (stereo not drawn)	-3	4	2	1	-4	2	2	-1	-2
COc1cccc(N(C(=O)CNC(=O)c2ccco2)C(C(=O)NC2CCCCC2)c2ccncc2)c1 (stereo not drawn)	-7	27	38*	1.6	1	4	0	0	21
CCN(CC)c1nc(=S)nc(NC(C)(C)C)[nH]1	-8	8	-1	1.6	-9	-7	12	12	nt
O=c1[nH]c2ccccc2n2c(-c3ccccc3)nnc12	-4	-2	23	1.4	-1	3	4	3	-3
CC1CCCC(NC(=O)CSc2nccn2C)C1C (stereo not drawn)	-1	-1	0	0.9	16	23	-17	-3	2
CCOC(=O)N1CCN(C(=O)CN(c2cccc(C(F)(F)F)c2)S(=O)(=O)c2ccccc2)CC1	-9	3	9	1.4	1	-4	-4	2	-1
O=C(NC1CCCCC1)C(c1ccco1)N(Cc1cccs1)C(=O)Cn1nnc2ccccc21 (stereo not drawn)	-6	7	nt	1	5	nt	-8	nt	6
O=C(CSc1nnnn1-c1ccc2c(c1)OCCO2)OC1CCCCC1	-1	-2	19	1	5	1	-2	-2	2
COc1ccc(-c2noc(CSc3ccccc3)n2)cc1OC	-6	-1	18	0.9	6	19	-5	-3	9
CC(O)[C@H](NC(=O)C1(c2ccccc2)CCN(C(=O)OC(C)(C)C)CC1)C(=O)O (stereo partly drawn)	0	8	3	1.8	nt	-8	nt	2	-9
COc1ccccc1CC1(C)NC(=O)N(CC(=O)N2CCc3ccccc3C2)C1=O (stereo not drawn)	-5	2	19	1.2	-3	-5	1	6	1
N=c1c2c(ncn1CCN1CCOCC1)Oc1ccc3ccccc3c1C2c1ccccc1 (stereo not drawn)	-2	-12	12	1.8	-16	5	17	-7	9
CCOC(=O)c1cc2occc2n1CC(=O)N1CCCc2ccccc21	-4	7	14	1.6	3	0	0	-2	9
Cc1ccc(/C=C/c2ccc(=O)n(Cc3ccc(Cl)cc3Cl)n2)cc1	-2	23	0	0.9	1	0	0	-19	nt
CCOC(=O)c1cccc(NC(=O)CCn2nnc3ccccc32)c1	0	-12	4	0.8	3	13	2	-2	-30

# Additional compounds.
structure	S1P2 agonist	S1P2 blocker	PostGolgi ctrl	PLAP activator	sEH inhibitor	PostGolgi yeast	sEH act	Ecoli WT expand	CD11b adhes inh
COc1cccc(C(c2nnnn2CCc2ccccc2)N2CCN(c3ccccc3)CC2)c1OC (stereo not drawn)	-4	20	21	nt	0	7	0	-15	nt
COC(=O)c1ccc(NS(=O)(=O)N(C)C)cc1	-5	0	22	0.9	-4	10	7	9	1
COc1cccc(C(=O)Nc2ccccc2N2CCCC2)c1	0	-9	15	0.7	5	-10	0	-4	-36
COCCn1nnnc1C(c1ccccc1)N1CCN(C)CC1 (stereo not drawn)	1	2	2	1	-18	3	17	-1	-4
CCOC(=S)N/C(=N\S(=O)(=O)c1ccc(C)cc1)c1ccccc1	-2	-3	10	1.1	-9	-2	9	-2	-29
Cc1onc(-c2ccccc2)c1C(=O)Nc1nc2c(s1)C(=O)CC(C)(C)C2	-9	21	15	1.1	-4	-11	7	-5	-18
CC(=O)Nc1cccc(NC(=O)CSc2nnc(Cc3cccn3C)n2-c2ccc(C)cc2)c1	-3	13	8	1.6	nt	-5	nt	-5	11
Cc1ccc(OCC(=O)c2ccc3c(c2)CCCC3)cc1C	-1	-23	1	1.1	-1	-1	1	3	nt
O=C(NCCNCCO)c1c(O)c2cccc3c2n(c1=O)CCC3	-2	-23	1	1.4	-7	-9	7	1	-2
O=C(CN1C2=NCCN2c2ccccc21)C12CC3CC(CC(C3)C1)C2	-2	8	13	1.6	-14	-17	15	9	-3
COC(=O)Nc1ccc(S(=O)(=O)n2cnc3ccccc32)cc1	-1	-16	3	0.8	-25	-4	21	4	-2
O=C(O)c1cccc(NC(=O)c2cccc(S(=O)(=O)N3CCCCC3)c2)c1	-4	-13	5	1	-1	1	-1	-2	-7
O=c1c2ccccc2nc(-c2ccccc2)n1Cc1ccco1	33*	-4	5	0.9	8	-1	-6	1	2
CCCCCc1ccc(-c2ccc(=O)[nH]n2)cc1	-2	-14	31*	0.7	nt	-6	nt	-4	2
O=C(NCC12CC3CC(CC(C3)C1)C2)c1cc2n(n1)C(C(F)(F)F)CC(c1ccco1)N2 (stereo not drawn)	-6	-15	5	1	34	4	-36	0	nt
CCOc1ccc(CCNC(=O)C2CCCN(C(=O)N(C)C)C2)cc1OCC (stereo not drawn)	-9	-18	22	nt	2	0	0	-1	nt
CSc1nc2ccc(Nc3nc(N4CCOCC4)nc(N4CCOCC4)n3)cc2s1	-3	6	15	1.1	nt	11	nt	-4	12
CC[n+]1c(/C=C(\C)SC)sc2ccccc21	-2	8	29	0.9	-9	-4	12	0	nt
CCc1cc2c(N3CCN(c4ccccc4)CC3)ncnc2s1	-4	14	48*	0.9	-11	-2	11	-9	30
COc1nonc1NC(=O)CSc1nc2ccccc2[nH]1	-7	13	6	1.2	-6	2	4	-1	-1

# Whole records as entered above. Values in the order: S1P2 agonist	S1P2 blocker	PostGolgi ctrl	PLAP activator	sEH inhibitor	PostGolgi yeast	sEH act	Ecoli WT expand	CD11b adhes inh
# `CCOc1ccc(CCNC(=O)C2CCCN(C(=O)N(C)C)C2)cc1OCC` (stereo not drawn) as listed: -9	-18	22	nt	2	0	0	-1	nt
# `O=C(NCCNCCO)c1c(O)c2cccc3c2n(c1=O)CCC3` as listed: -2	-23	1	1.4	-7	-9	7	1	-2
# `CSc1nc2ccc(Nc3nc(N4CCOCC4)nc(N4CCOCC4)n3)cc2s1` as listed: -3	6	15	1.1	nt	11	nt	-4	12
# `O=c1c2ccccc2nc(-c2ccccc2)n1Cc1ccco1` as listed: 33*	-4	5	0.9	8	-1	-6	1	2
# `O=C(CN1C2=NCCN2c2ccccc21)C12CC3CC(CC(C3)C1)C2` as listed: -2	8	13	1.6	-14	-17	15	9	-3

# Next section
structure	S1P2 agonist	S1P2 blocker	PostGolgi ctrl	PLAP activator	sEH inhibitor	PostGolgi yeast	sEH act	Ecoli WT expand	CD11b adhes inh
O=c1c(F)cn(C2CCCO2)c(=O)n1Cc1ccccc1Cl (stereo not drawn)	-4	1	6	1.1	6	-10	-6	-5	nt
O=C(Nc1nnc(-c2cccs2)o1)c1cccc(Oc2ccccc2)c1	-3	24	22	1.4	8	34*	-8	29	34
COc1cc2[nH]c(=S)n(C3CCCC3)c(=O)c2cc1OC	nt	nt	19	1.1	nt	-4	nt	-6	15
COc1cccc(NC(=S)NNC(=O)C(C)n2nc(C)c([N+](=O)[O-])c2C)c1 (stereo not drawn)	-7	2	0	2.1*	6	-3	-4	-1	nt
CCOC(=O)c1ccc(COC(=O)CCc2nc3ccccc3[nH]c2=O)o1	-6	2	-8	0.9	0	-8	0	-1	-30
COc1ccc(-c2cc(C(=O)NCC(C)C)no2)cc1	-2	-12	0	1	-4	-8	4	-2	-15
COc1cc(NC(=O)CSc2nnc(C)s2)cc(OC)c1OC	-7	-36	6	0.8	9	-3	-4	3	-12
Cc1cccc(OCc2nnc(SCc3nc4ccccc4c(=O)[nH]3)o2)c1	-8	-30	3	1.1	-7	-5	5	-5	-7
O=c1c2cc(N3CCOCC3)ccc2[nH]c(=S)n1Cc1ccco1	nt	nt	2	1.5	nt	9	nt	-4	-3
O=S(=O)(c1ccccc1)N1c2cc(Cl)ccc2Oc2nc3ccccc3nc21	2	-11	nt	nt	-4	nt	7	nt	nt
COc1cccc2c1OC[C@@H](CO)[C@H]2N(C)C(=O)Nc1ccc(Cl)cc1Cl	-5	11	19	1.2	nt	3	nt	-3	nt
Cc1cc(C)n(-c2nc(NCCO)c3c4c(sc3n2)CCCC4)n1	-3	21	21	1.4	6	0	-8	-1	-28
O=C(Nc1ccc2c(c1)OCO2)C1CC(c2ccccc2Cl)=NO1 (stereo not drawn)	-5	-11	10	0.9	22	-5	-20	13	3
CSc1nc(N2CCOCC2)c2c(c1C#N)CC(C)(C)OC2	-1	-20	7	1	3	2	-4	6	-2
Cc1ccc(N2CCCCn3c2nc2c3c(=O)n(CC(=O)O)c(=O)n2C)cc1	-2	15	9	1.1	-11	3	12	4	-4
COc1ccc(S(=O)(=O)n2cnc3cc(C)c(C)cc32)cc1	-1	5	5	1.4	12	-6	-11	12	4
CCc1ccc2c(CN(CC)Cc3nc4ccccc4c(=O)[nH]3)cc(=O)oc2c1	-5	21	-4	1.4	8	-5	-10	4	-34
O=c1[nH]n(-c2ccccc2)c(=O)c2ccccc12	nt	nt	-9	0.9	nt	-8	nt	-4	-4
Cc1cccc(Nc2nnc(C)c(=O)n2N)c1	-2	14	1	0.9	5	-4	-4	1	5
CCN1CCN(c2cc(=O)n(C3CCCCC3)c(=O)[nH]2)CC1	-4	7	0	1	-4	2	4	4	-41

# (list continues)
structure	S1P2 agonist	S1P2 blocker	PostGolgi ctrl	PLAP activator	sEH inhibitor	PostGolgi yeast	sEH act	Ecoli WT expand	CD11b adhes inh
O=C(CN1CCC(NC(=O)c2ccco2)CC1)Nc1cccc2ccccc12	-9	-11	nt	nt	7	nt	-4	nt	nt
COc1ccccc1N1CCN(C(=O)c2ccccc2Oc2ccccc2)CC1	-3	3	8	1.6	nt	0	nt	3	-3
COc1ccc(CCNC(=O)COC(=O)c2ccc(Br)o2)cc1	-9	-2	2	0.8	4	7	-2	-1	-16
CCc1nc(SCC(=O)O)c(C#N)cc1C	0	-21	12	1.4	-3	-2	1	-1	-28
COc1ccc(-c2[nH]c(-c3ccc(F)cc3)nc2SCC(=O)NCc2ccco2)cc1OC	-2	12	1	1.3	1	-16	1	-3	-8
Cc1cc(NC(=O)c2cc3ccccc3o2)cc(C)c1OCC(=O)N1CCOCC1	-2	-8	3	1.5	5	-2	-1	2	-12
CC(=O)Nc1ccc(NC(=O)C(C)OC(=O)CCC(=O)c2ccc(F)cc2)cc1 (stereo not drawn)	-6	-1	-5	1.3	1	-6	0	4	3
COc1cccc(N2C(=O)C3CCCN3C2c2ccc(N(C)C)cc2)c1 (stereo not drawn)	-4	14	-2	1.6	0	-5	-2	7	-4
Cc1ccc(-c2nn(-c3ccccc3)cc2C(=O)N2CCOCC2)cc1	nt	nt	19	1.6	nt	-3	nt	2	-10
O=C(c1ccco1)N1CCN=C1SCc1ccc(F)cc1	nt	nt	4	0.9	nt	-10	nt	2	-10
O=C(NC(NCCCN1CCOCC1)(C(F)(F)F)C(F)(F)F)C1CCCCC1	-1	-1	-1	1	-8	10	8	3	-15
CCN1CCN(Cc2cc(=O)oc3ccc(Cl)cc23)CC1	-8	4	6	0.9	-5	15	7	6	6
Brc1ccc(-c2nc3ccccc3s2)s1	-6	15	6	1.1	3	13	-3	-9	-13
O=C(O)C1CSC(CCc2ccccc2)N1 (stereo not drawn)	nt	nt	13	1	nt	6	nt	0	-14
Cc1ccc(-c2nnn(CC(=O)N(CC3CCCO3)C(C(=O)NC3CCCC3)c3ccc(F)cc3)n2)o1 (stereo not drawn)	-10	1	-4	1	-3	-1	5	-6	-8
CC(=O)Nc1cccc(C(=O)Nc2ccccc2N2CCOCC2)c1	-4	-19	3	1.2	-6	-1	7	3	9
CCOC(=O)c1c(C)oc2c1c(C=NC1CCS(=O)(=O)C1)c(O)c1ccccc12 (stereo not drawn)	-4	14	13	0.9	2	13	0	-6	nt
Cc1cc(OCC(=O)C(C)(C)C)c2c(C)c(C)c(=O)oc2c1	2	13	6	1	-12	15	16	1	12
COc1ccc(NC(=O)C2CCN(C(=O)c3ccccc3)CC2)c(OC)c1	0	4	1	1.6	-8	-7	7	0	-5
